Mtb BioA inh – BioA (M. tuberculosis) enzyme inhibition | inhibition, % at 9.99 µM | AID 602481 | hit rate 0.096% among 360,000 | purified M. tuberculosis BioA enzyme, plate reader; in the data active = inhibition above about 40%
Starred values were filed as active, the others as inactive. A portion of the library (hit frequency here may not be typical).

SMILES	Mtb BioA inh
C[C@H](CO)N1C[C@H](C)[C@H](CN(C)C(=O)Nc2ccc(C(F)(F)F)cc2)Oc2ccc(NC(=O)CCN3CCOCC3)cc2CC1=O	-0.4
Cc1ccc(S(=O)(=O)N(C)C[C@@H]2Oc3cc(Br)ccc3S(=O)(=O)N([C@@H](C)CO)C[C@H]2C)cc1	-1.9
COc1cccc(S(=O)(=O)N(C)C[C@H]2Oc3cc(C4=CCCC4)ccc3S(=O)(=O)N([C@@H](C)CO)C[C@@H]2C)c1	4.4
COc1ccc(S(=O)(=O)N[C@@H]2CC[C@H](CCn3cc(-c4ccccc4F)nn3)O[C@H]2CO)cc1	3.4
CC(C)NC(=O)Nc1ccc2c(c1)C(=O)N([C@@H](C)CO)C[C@H](C)[C@H](CN(C)Cc1ccc3c(c1)OCO3)OCCCC[C@@H](C)O2	3.9
C[C@@H]1CN([C@H](C)CO)S(=O)(=O)c2ccc(C#Cc3ccc(F)cc3)cc2O[C@H]1CN(C)S(=O)(=O)c1ccc(F)cc1	-0.9
C[C@@H]1CCCCO[C@@H](CN(C)S(=O)(=O)c2ccc(F)cc2)[C@@H](C)CN([C@@H](C)CO)C(=O)c2cc(NC(=O)Nc3ccc4c(c3)OCO4)ccc2O1	-2.2
C[C@@H]1CN([C@H](C)CO)C(=O)Cc2cc(NC(=O)c3ccncc3)ccc2O[C@@H]1CN(C)C(=O)NC1CCCCC1	-1.2
CN(C[C@@H]1[C@H](c2ccccc2)[C@@H](CO)N1Cc1ccccn1)S(C)(=O)=O	-2.6
Cc1ccccc1S(=O)(=O)NCC[C@H]1CC[C@@H](NS(=O)(=O)c2ccccc2C)[C@H](CO)O1	-3.6
CCC(=O)Nc1ccc2c(c1)C(=O)N(C)C[C@H](OC)[C@@H](C)CN(CCc1ccccc1)[C@H](C)CO2	3.1
CN1[C@@H]2Cn3c(ccc(-c4ccccc4)c3=O)[C@H]1[C@@H](C(=O)NCCc1ccccc1)[C@@H]2CO	-1.2
C[C@@H]1CN([C@H](C)CO)S(=O)(=O)c2ccc(-c3cccc(C(=O)N(C)C)c3)cc2O[C@@H]1CN(C)C	0.5
COc1ccc(NC(=O)Nc2ccc3c(c2)CC(=O)N([C@@H](C)CO)C[C@@H](C)[C@H](CN(C)Cc2ccc(Cl)c(Cl)c2)O3)cc1	-0.4
Cc1ccc(S(=O)(=O)NCC[C@@H]2CC[C@@H](NC(=O)c3ccccn3)[C@H](CO)O2)cc1	-2.6
C[C@@H]1CN([C@@H](C)CO)C(=O)c2cccc(NC(=O)c3cnccn3)c2O[C@H]1CN(C)S(=O)(=O)c1ccc(Cl)cc1	1.2
CC(=O)N(C[C@H]1N[C@H](CO)[C@H]1c1ccc(-c2ccc(F)cc2)cc1)C(C)C	4.0
C[C@H]1CN([C@@H](C)CO)C(=O)Cc2cc(NC(=O)Cn3cnnn3)ccc2O[C@H]1CN(C)C(=O)Nc1ccc(C(F)(F)F)cc1	4.8
C[C@H](CO)N1C[C@H](C)[C@H](CN(C)S(C)(=O)=O)Oc2c(NS(=O)(=O)c3ccccc3)cccc2C1=O	-1.4
COc1ccccc1C(=O)Nc1ccc2c(c1)C(=O)N(C)C[C@H](OC)[C@@H](C)CN(C(C)=O)[C@@H](C)CO2	-0.6
Cc1noc(C)c1S(=O)(=O)N(C)C[C@@H]1OCCCC[C@@H](C)Oc2ccc(NC(=O)CCC(F)(F)F)cc2C(=O)N([C@H](C)CO)C[C@H]1C	-0.7
COc1ccc(CN(C)C[C@@H]2OCCCC[C@@H](C)Oc3ccc(NC(=O)NC(C)C)cc3C(=O)N([C@@H](C)CO)C[C@@H]2C)cc1	-0.7
C[C@H](CO)N1C[C@H](C)[C@@H](CN(C)C(=O)Nc2ccc(F)cc2)Oc2c(NS(=O)(=O)c3cn(C)cn3)cccc2C1=O	-0.7
NCC[C@@H]1CC[C@@H](NC(=O)C2CCC2)[C@H](CO)O1	-0.6
Cc1noc(C)c1S(=O)(=O)Nc1ccc2c(c1)C(=O)N([C@H](C)CO)C[C@@H](C)[C@H](CN(C)S(=O)(=O)c1cn(C)cn1)O2	-0.4
Later entries.
SMILES	Mtb BioA inh
CCCN(C)C[C@H]1Oc2ncc(C#CC3CC3)cc2C(=O)N([C@@H](C)CO)C[C@H]1C	-0.3
C[C@H]1CN([C@@H](C)CO)C(=O)c2cc(-c3ccccc3F)cnc2O[C@H]1CN(C)Cc1ccc(F)cc1	-4.0
C[C@@H]1CN([C@H](C)CO)C(=O)c2cc(-c3ccccc3F)cnc2O[C@@H]1CN(C)Cc1cccc(C(=O)O)c1	15
Cc1noc(C)c1S(=O)(=O)Nc1ccc2c(c1)C(=O)N([C@@H](C)CO)C[C@H](C)[C@@H](CN(C)Cc1ccc(Oc3ccccc3)cc1)O2	-1.5
C[C@H]1CCCCO[C@@H](CN(C)S(=O)(=O)c2ccccc2)[C@@H](C)CN([C@@H](C)CO)C(=O)c2cc(NS(C)(=O)=O)ccc2O1	2.2
C[C@@H]1CN([C@@H](C)CO)S(=O)(=O)c2ccc(C#Cc3cccnc3)cc2O[C@H]1CN(C)C(=O)Nc1ccc2c(c1)OCO2	-5.0
O=C(C[C@H]1CC[C@@H]2[C@H](COC[C@H](O)CN2CCc2ccccc2)O1)N1CCC(Cc2ccccc2)CC1	1.7
Cc1ccc(S(=O)(=O)Nc2cccc3c2O[C@@H](CN(C)C)[C@@H](C)CN([C@@H](C)CO)C3=O)cc1	-0.5
COc1ccccc1NC(=O)N(C)C[C@@H]1Oc2cc(Br)ccc2S(=O)(=O)N([C@H](C)CO)C[C@H]1C	4.8
Cc1noc(C)c1NC(=O)N(C)C[C@H]1OCCCC[C@H](C)Oc2ccc(N(C)C)cc2C(=O)N([C@H](C)CO)C[C@H]1C	0.8
COc1ccc(NC(=O)N(C)C[C@H]2Oc3ccc(NS(=O)(=O)c4cn(C)cn4)cc3CC(=O)N([C@@H](C)CO)C[C@@H]2C)cc1	0.8
COc1cccc(S(=O)(=O)Nc2ccc3c(c2)C(=O)N(C)[C@H]2CC[C@H](CC(=O)O)O[C@H]2CO3)c1	-3.0
Cc1noc(C)c1NC(=O)Nc1ccc2c(c1)C(=O)N([C@H](C)CO)C[C@H](C)[C@@H](CN(C)Cc1ccc(C(=O)O)cc1)OCCCC[C@H](C)O2	-2.3
O=C(Nc1ccccc1)N1CCCCN2[C@@H](CO)[C@H](c3ccc(C#Cc4ccccc4)cc3)[C@@H]2C1	-2.0
O=C(C[C@@H]1C[C@@H]2c3cc(NC(=O)C4CCOCC4)ccc3O[C@@H]2[C@H](CO)O1)NCCN1CCCCC1	-1.4
Cc1noc(C)c1NC(=O)N(C)C[C@H]1Oc2ccc(NS(=O)(=O)c3ccccc3)cc2C(=O)N([C@@H](C)CO)C[C@H]1C	-0.9
C[C@@H]1CN([C@H](C)CO)C(=O)c2cccc(NC(=O)C3CCCCC3)c2O[C@H]1CN(C)Cc1ccc2c(c1)OCO2	0.7
CO[C@@H]1CN(C)C(=O)c2ccc(NC(=O)c3cc(C)on3)cc2OC[C@H](C)NC[C@H]1C	-1.7
COCc1cn(CC[C@@H]2CC[C@@H](NC(=O)Nc3ccc(F)cc3)[C@H](CO)O2)nn1	0.0
C[C@@H]1CN([C@@H](C)CO)C(=O)c2cc(NC(=O)Cn3cnnn3)ccc2O[C@H]1CN(C)C(=O)Nc1ccccc1	2.6
C[C@@H]1CN([C@@H](C)CO)C(=O)Cc2cc(NC(=O)C3CCCCC3)ccc2O[C@H]1CN(C)S(=O)(=O)c1cccs1	-1.7
CCC(=O)N1[C@@H]2Cn3c(ccc(-c4cncnc4)c3=O)[C@H]1[C@@H](C(=O)N1CCc3ccccc3C1)[C@@H]2CO	0.3
CNC[C@H]1Oc2ccc(NS(C)(=O)=O)cc2CC(=O)N([C@@H](C)CO)C[C@@H]1C	-1.9
CN1CCN(C(=O)C[C@@H]2C[C@@H]3c4cc(NC(=O)C5CCOCC5)ccc4O[C@@H]3[C@@H](CO)O2)CC1	3.0
CCNC(=O)[C@@H]1[C@@H](CO)[C@@H]2Cn3c(ccc(-c4ccncc4)c3=O)[C@H]1N2CC1CC1	-0.3

A different layout for four compounds above.
Molecule: CCC(=O)N1[C@@H]2Cn3c(ccc(-c4cncnc4)c3=O)[C@H]1[C@@H](C(=O)N1CCc3ccccc3C1)[C@@H]2CO
  Mtb BioA inh: 0.3

Molecule: CNC[C@H]1Oc2ccc(NS(C)(=O)=O)cc2CC(=O)N([C@@H](C)CO)C[C@@H]1C
  Mtb BioA inh: -1.9

Molecule: CN1CCN(C(=O)C[C@@H]2C[C@@H]3c4cc(NC(=O)C5CCOCC5)ccc4O[C@@H]3[C@@H](CO)O2)CC1
  Mtb BioA inh: 3.0

Molecule: CCNC(=O)[C@@H]1[C@@H](CO)[C@@H]2Cn3c(ccc(-c4ccncc4)c3=O)[C@H]1N2CC1CC1
  Mtb BioA inh: -0.3

The results go on.
SMILES	Mtb BioA inh
CNC[C@H]1Oc2cc(C#CC3CCCC3)ccc2S(=O)(=O)N([C@H](C)CO)C[C@H]1C	-1.3
COCC(=O)Nc1ccc2c(c1)OC[C@@H](C)N(Cc1cccc(F)c1)C[C@@H](C)[C@@H](OC)CN(C)C2=O	2.4
CN1C(=O)c2cc(NC(=O)c3ccc(F)cc3)ccc2OC[C@H]2O[C@@H](CC(=O)N3CCOCC3)CC[C@H]21	0.0
CC(C)NC(=O)Nc1ccc2c(c1)C(=O)N([C@@H](C)CO)C[C@H](C)[C@@H](CN(C)C(=O)Nc1ccc3c(c1)OCO3)O2	-1.1
C[C@H]1CN([C@@H](C)CO)C(=O)c2cc(NC(=O)C3CCCCC3)ccc2O[C@H]1CN(C)Cc1ccccc1	1.8
CCCNC(=O)Nc1ccc2c(c1)OC[C@@H](C)N(C(=O)c1ccccc1F)C[C@H](C)[C@H](OC)CN(C)C2=O	1.3
C[C@@H]1CCCCO[C@@H](CN(C)S(=O)(=O)c2ccccc2)[C@@H](C)CN([C@@H](C)CO)C(=O)c2cc(NS(C)(=O)=O)ccc2O1	4.2
O=C(C1CCOCC1)N1CC[C@@H]2[C@@H](CO)Nc3ccc(Br)cc3[C@@H]21	39
C[C@@H]1CN([C@@H](C)CO)S(=O)(=O)c2ccc(-c3cccc(C(=O)N(C)C)c3)cc2O[C@@H]1CN(C)Cc1ccc2c(c1)OCO2	-4.1
Cc1ccc(S(=O)(=O)N(C)C[C@H]2Oc3ccc(NS(=O)(=O)c4ccccc4)cc3C(=O)N([C@H](C)CO)C[C@H]2C)cc1	-4.0
O=C(C[C@H]1CC[C@@H](NC(=O)NC2CCCCC2)[C@@H](CO)O1)NCc1ccccc1	-0.5
C[C@H](CO)N1C[C@H](C)[C@H](CN(C)S(=O)(=O)c2ccccc2)Oc2ccc(NS(=O)(=O)c3ccc(Cl)cc3)cc2CC1=O	-2.3
COc1ccc(NC(=O)N(C)C[C@@H]2Oc3c(NC(=O)c4cnccn4)cccc3C(=O)N([C@H](C)CO)C[C@@H]2C)cc1	-1.9
O=C(Nc1ccccc1)N1C[C@@H]2[C@H](c3ccccc31)[C@@H](CO)N2Cc1ccccc1Cl	1.2
CC(C)NC(=O)N(C)C[C@H]1OCCCC[C@H](C)Oc2ccc(NC(=O)Cc3ccccc3)cc2C(=O)N([C@@H](C)CO)C[C@@H]1C	1.7
C[C@@H]1CN([C@H](C)CO)S(=O)(=O)c2ccc(C#CCN(C)C)cc2O[C@@H]1CN(C)Cc1ccc2c(c1)OCO2	1.7
C[C@H]1CN([C@@H](C)CO)C(=O)Cc2cc(NC(=O)Cc3ccccc3)ccc2O[C@H]1CN(C)Cc1ccc(Oc2ccccc2)cc1	-3.3
CO[C@H]1CN(C)C(=O)c2cc(NC(C)=O)ccc2OC[C@@H](C)N(Cc2cc(F)ccc2F)C[C@H]1C	1.1
COCC#Cc1ccc2c(c1)O[C@@H](CN(C)Cc1ccccc1F)[C@@H](C)CN([C@H](C)CO)S2(=O)=O	2.4
C[C@@H]1CN([C@H](C)CO)C(=O)c2c(c3ccccc3n2C)-c2ccccc2CO[C@@H]1CN(C)C(=O)Nc1ccccc1	-0.2
O=C(Nc1cc(F)ccc1F)N1CCCCN2[C@H](CO)[C@@H](c3ccc(-c4cccnc4)cc3)[C@H]2C1	6.8
CCCC#Cc1ccc2c(c1)O[C@@H](CN(C)C(=O)c1cccnc1)[C@@H](C)CN([C@@H](C)CO)S2(=O)=O	1.5
Cc1noc(C)c1S(=O)(=O)Nc1cccc2c1O[C@@H](CN(C)S(=O)(=O)c1ccc(F)cc1)[C@@H](C)CN([C@@H](C)CO)C2=O	-0.2
C[C@@H]1CN([C@@H](C)CO)C(=O)Cc2cc(NC(=O)Nc3ccc4c(c3)OCO4)ccc2O[C@@H]1CN(C)C(=O)Nc1cccc2ccccc12	-0.9
C[C@@H]1CN([C@@H](C)CO)C(=O)c2cccc(NS(=O)(=O)c3ccc(F)cc3)c2O[C@H]1CN(C)S(=O)(=O)c1cccs1	-1.2
CN1C(=O)c2cc(NS(=O)(=O)c3ccccc3F)ccc2OC[C@@H]2O[C@H](CC(=O)NC3Cc4ccccc4C3)CC[C@H]21	-1.0
CO[C@@H]1CN(C)C(=O)c2cc(NS(C)(=O)=O)ccc2OC[C@@H](C)N(Cc2nccs2)C[C@@H]1C	-0.8
CCCNC(=O)N(C)C[C@H]1Oc2cc(-c3ccc(C)cc3)ccc2S(=O)(=O)N([C@@H](C)CO)C[C@H]1C	-1.9
C[C@@H]1CN([C@H](C)CO)C(=O)Cc2cc(NS(=O)(=O)c3ccc(F)cc3)ccc2O[C@@H]1CN(C)CC1CCCCC1	-0.2

Three structures already listed, arranged by SMILES length, smallest number first:
SMILES	Mtb BioA inh
Cc1ccc(S(=O)(=O)Nc2cccc3c2O[C@@H](CN(C)C)[C@@H](C)CN([C@@H](C)CO)C3=O)cc1	-0.5
C[C@@H]1CN([C@@H](C)CO)C(=O)c2cc(NC(=O)Cn3cnnn3)ccc2O[C@H]1CN(C)C(=O)Nc1ccccc1	2.6
C[C@@H]1CN([C@H](C)CO)C(=O)c2cccc(NC(=O)C3CCCCC3)c2O[C@H]1CN(C)Cc1ccc2c(c1)OCO2	0.7

Screens from PubChem.
